High-throughput results from PubChem.
TAAR1 agonist = agonists of human TAAR1 | CHO RD-HGA16 TAAR1, Fluo-8 calcium fluorescence; vehicle wells 0%, saturating PEA agonist 100% | Q96RJ0 | activation, % at 3 µM | 360,000 tested, 0.99% active | AID 624467;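 active = activation above the mean activation of all test compounds in the run plus 3 SD, cut at about 38% in these data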
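Repeats: no replicates (n 1) | Material: CHO-derived RD-HGA16 cells with stable Gα16 and human TAAR1 | Technique: Kinetic Fluo-8 calcium fluorescence | Schedule: 17-24 h seeding, 75 min 37 °C dye, 30 min RT | Evaluation: % activation from peak over basal fluorescence ratio, DMSO-to-PEA scaled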
M1 PAM = positive allosteric modulators of human M1 muscarinic receptor | activation, % at 3 µM | CHO-K1 hM1, Fluo-8 calcium fluorescence, ACh EC20; 0% = ACh EC20, 100% = maximal ACh | P11229 | 360,000 tested, 0.088% active; in the data active = activation above about 19%, passing the limit was not always enough
Target sequence (P11229 whole entry, looked up): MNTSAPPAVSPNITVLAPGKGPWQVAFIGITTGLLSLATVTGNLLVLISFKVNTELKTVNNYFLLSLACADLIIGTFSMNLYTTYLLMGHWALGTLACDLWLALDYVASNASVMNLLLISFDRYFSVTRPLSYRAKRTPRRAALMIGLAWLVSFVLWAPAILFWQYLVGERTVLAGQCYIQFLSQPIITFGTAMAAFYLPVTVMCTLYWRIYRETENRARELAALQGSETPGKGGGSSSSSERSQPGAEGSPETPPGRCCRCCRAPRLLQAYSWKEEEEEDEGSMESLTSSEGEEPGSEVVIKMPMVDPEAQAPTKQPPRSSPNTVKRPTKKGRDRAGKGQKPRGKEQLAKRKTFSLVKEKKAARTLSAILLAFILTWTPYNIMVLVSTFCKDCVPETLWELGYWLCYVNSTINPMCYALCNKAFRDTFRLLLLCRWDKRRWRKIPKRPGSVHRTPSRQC
CHO parental Ca = counter-screen: ATP calcium response change in parental CHO cells; inhibition, % at 5.6 µM; 330,000 tested, 0.63% active; parental CHO-K1, ATP-induced calcium, Fluo-8 fluorescence;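 active = inhibition above that plate's mean sample inhibition plus 3 SD, cut at about 26% in these data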;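 note: 0% = ATP-challenged DMSO wells and 100% = DMSO wells without ATP; some compounds past the cut are filed as inactive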
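Assay system: parental CHO cells; Read-out basis: percent inhibition of ATP-evoked calcium rise, normalized to controls; Benchmarks: ATP and no-ATP DMSO wells; Compound dosing: single nominal dose of 5.6 µM per compound; Signal: Fluo-8 calcium dye fluorescence; Also added: ATP as calcium-mobilizing challenge; Repeats: singlicate.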
OXTR agonist = agonists of human oxytocin receptor | 320,000 tested, 0.32% active | P30559 | activation, % at 3 µM | CHO-OTR cells, Fluo-8 calcium fluorescence; normalized: DMSO 0%, oxytocin 100%;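 active = activation above the mean of all tested compounds plus 3 SD, cutoff set per screening run, cut at about 20% in these data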;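 note: peak over basal fluorescence ratio from a 100 s FLIPR kinetic read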
V1R ag counter = counter-screen for oxytocin receptor agonists: human V1a receptor agonists | P37288 | CHO-V1R cells, Fluo-8 calcium fluorescence, agonist mode; 0% DMSO, 100% 3 nM vasopressin | activation, % at 3 µM | 320,000 tested, 0.25% active;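 active = activation above the mean activation of all tested compounds plus 3 SD, per screening run, cut at about 20% in these data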;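 note: signal is peak over basal fluorescence ratio across a 100 second FLIPR read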
Target sequence (P37288 whole entry, looked up): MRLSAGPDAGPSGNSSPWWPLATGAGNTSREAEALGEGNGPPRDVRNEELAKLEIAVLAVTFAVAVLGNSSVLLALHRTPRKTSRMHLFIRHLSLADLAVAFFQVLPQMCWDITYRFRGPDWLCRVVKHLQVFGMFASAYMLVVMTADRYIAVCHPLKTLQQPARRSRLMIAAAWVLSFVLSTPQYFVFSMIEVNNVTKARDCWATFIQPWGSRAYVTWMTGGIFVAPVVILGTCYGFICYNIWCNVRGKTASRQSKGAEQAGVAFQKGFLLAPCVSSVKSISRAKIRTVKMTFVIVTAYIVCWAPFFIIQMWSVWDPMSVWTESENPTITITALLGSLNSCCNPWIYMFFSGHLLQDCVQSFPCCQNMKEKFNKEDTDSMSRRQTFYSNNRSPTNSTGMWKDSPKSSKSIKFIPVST
OXTR potentiate = human OXTR potentiation; P30559; CHO-OTR cells, Fluo-8 calcium fluorescence, potentiator mode; 0% = oxytocin EC15, 100% = EC100; activation, % at 3 µM; 320,000 tested, 0.061% active; AID 2445;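 active = activation above that plate's cutoff, the mean activation of tested compounds plus 3 SD, cut at about 6.6% in these data, passing the limit was not always enough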;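 note: 100% uses oxytocin at 75 nM as the full agonist control; some results filed as inactive read as strong as hits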
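test system = CHO-OTR cells, human receptor | compound = single-point 3.0 µM | schedule = 6 min compound pre-incubation at room temperature, 100 s kinetic read | signal = Fluo-8 no-wash calcium dye fluorescence, excitation 470-495 nm, emission 515-575 nm | repeats = single well per compound, singlicate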
CHRM1 agonist = agonists of human M1 muscarinic receptor. CHO-K1 hM1, Fluo-8 calcium fluorescence, agonist mode; 0% DMSO, 100% acetylcholine EC100. activation, % at 3 µM. 360,000 tested, 0.33% active. P11229;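 active = activation above the run's mean compound activation plus 3 SD, cut at about 16% in these data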;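 note: peak over basal fluorescence ratio within a 140 s kinetic read after compound addition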
TAAR1 antag = human TAAR1 antagonism; Q96RJ0; inhibition, % at 3 µM; AID 624466; CHO RD-HGA16 TAAR1, Fluo-8 calcium fluorescence, antagonist; 360,000 tested, 1.5% active;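 active = inhibition above a per-plate cutoff, the mean inhibition of test compounds on that plate plus 3 SD, cut at about 49% in these data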;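 note: 0% = DMSO plus EC80 beta-PEA response and 100% = DMSO alone without agonist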
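Test system – hTAAR1-expressing CHO RD-HGA16 cells, Gα16-coupled · Reagent – β-PEA at EC80 concentration, post-compound challenge · Compound dosing – 3 µM, single point · Timing – 140 s kinetic read after compound, 140 s after agonist · Detection – Fluo-8 intracellular calcium dye fluorescence, real-time kinetic reads · Control set – DMSO and EC80 PEA controls · Repeats – n of 1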
M1 antag = blocks human M1 muscarinic receptor; P11229; CHO-K1 hM1, Fluo-8 calcium fluorescence, ACh EC80 antagonist; inhibition, % at 3 µM; 360,000 tested, 1.3% active; AID 588852;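 active = percent inhibition above its own plate's cutoff, namely the mean of that plate's compound wells plus 3 SD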;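 note: peak over basal fluorescence ratio during 140 s after agonist addition; 0% = ACh EC80 plus DMSO and 100% = DMSO alone without agonist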
* = called active by the depositor; x = no result given. This is a random part of the collection, and some 3.7% of all compounds hit somewhere here.

SMILES	TAAR1 agonist	M1 PAM	CHO parental Ca	OXTR agonist	V1R ag counter	OXTR potentiate	CHRM1 agonist	TAAR1 antag	M1 antag
COc1ccc(NC(=O)c2nnn(CC(=O)Nc3ccccc3OC)c2N)c(OC)c1	7	8	-11	-0.7	0.6	2	-1	-14	-18
COc1ccc(-c2cc(C(F)F)n3ncc(C(=O)NCCCN4CCCC4=O)c3n2)cc1	-2	10	-13	-1.1	-1.9	-6	-11	3	-12
CCCCOc1ccc(S(=O)(=O)NNC(=O)c2cc3ccccc3o2)cc1	6	-2	-27	2.3	4.6	-9	-3	42	0
N/C(=N/OC(=O)c1ccccc1F)c1nonc1N	-2	-1	3	-0.6	0.7	-2	-7	9	-5
CCN1CCCC1CNC(=O)Cn1nc(C)n2c(cc3cc(C)ccc32)c1=O (configuration not stated)	-1	-2	-14	0.8	0.5	-6	-6	6	1
O=C(Cc1ccccc1)c1nc2ccccc2s1	6	22	-10	-1.9	0.0	-14	-4	-6	-6
Cn1nnnc1N=N/C(=N/Nc1ccccc1)c1ccccc1	-2	13	-10	-2.8	-1.8	0	-6	-7	-17
COC(CNC(=O)CNC(=S)N(Cc1ccccc1)Cc1cccs1)OC	2	8	11	0.7	0.7	-5	-5	0	-3
COc1cccc(CN(C(=O)Cc2c[nH]c3ccccc23)C(C(=O)NC2CCCCC2)c2cccs2)c1 (configuration not stated)	3	1	-7	-0.6	0.2	-3	-4	25	3
CCOc1cc(/C=C2/SC(=Nc3ccccc3)N(Cc3cccnc3)C2=O)ccc1OCC#N	3	5	-14	0.0	0.3	-6	-4	-10	-8
CN(Cc1ccc(Cl)cc1Cl)C(=O)c1cccc(S(=O)(=O)N2CCN(c3ccccc3)CC2)c1	0	-5	-10	-0.1	1.7	-7	-3	-22	8
CN(C)S(=O)(=O)c1ccc(C(=O)Nc2cccc(C(=O)O)c2)cc1	1	4	-4	0.0	-0.1	-6	-2	16	-16
CCOC(=O)C1=C(O)/C(=C/c2ccc(OCC(=O)O)c(OCC)c2)SC1=Nc1ccc(OC)cc1	0	2	-3	-1.4	-0.3	-3	-5	1	-3
CCN(CCO)C(=O)c1ccc2nc(Cc3ccc(OC)cc3)oc2c1	4	15	-5	-0.1	0.8	-5	2	-5	-19
Cc1ccc(S(=O)(=O)c2nnn3c2nc(N2CCOCC2)c2ccccc23)cc1C	0	3	-18	1.0	0.5	-8	-4	-26	-2
O=C(O)c1ccc(-n2nncc2-c2ccco2)cc1	2	14	-8	0.6	0.3	3	-1	-6	-14
O=[N+]([O-])c1cccc(-c2cc3cccc[n+]3cc2-c2cccc([N+](=O)[O-])c2)c1	-1	5	-2	-0.2	0.7	2	-10	-3	1
CC(C)OC(=O)/C(=C\c1cccnc1)NC(=O)c1ccccc1	6	3	1	0.0	-0.4	-6	-4	3	3
CC(Oc1ccc(-c2ccccc2)c(F)c1)c1ccn(S(=O)(=O)c2cccc3ccccc23)n1 (configuration not stated)	5	4	4	0.8	0.5	-16	-1	2	-5
CC(=O)c1ccc(NC(=O)c2cc(Cl)nc3ccccc23)cc1	7	2	-4	0.5	1.3	-7	-5	24	-2
Nc1ccc(N2CCCCC2)c(S(=O)(=O)Nc2ccc(Cl)cc2)c1	2	1	-4	-2.1	-1.2	-7	-3	-30	-7
CC(=O)N1N=C(c2ccccc2)OC1c1cccnc1 (configuration not stated)	2	1	3	-0.5	-0.1	-6	-6	-27	8
Cc1ccc(-c2csc3nc(C(C)C)oc(=O)c23)c(C)c1	-2	13	-8	-1.6	2.7	-6	2	-3	-5
Cc1ccc(S(=O)(=O)c2cn(CC(=O)Nc3ccccc3)c3ccc(F)cc3c2=O)cc1	5	7	-14	1.9	2.0	0	-4	-10	-9
N#Cc1cc(NCC2CCCO2)c([N+](=O)[O-])cc1C#N (configuration not stated)	0	7	-1	-0.8	0.8	-8	-6	-2	2

(listing goes on)
SMILES	TAAR1 agonist	M1 PAM	CHO parental Ca	OXTR agonist	V1R ag counter	OXTR potentiate	CHRM1 agonist	TAAR1 antag	M1 antag
COc1cc(C)ccc1NC(=O)Cc1csc(NC(=O)Nc2ccccc2OC)n1	11	-4	-5	1.7	-0.3	-13	-3	66*	4
COc1ccccc1C(=O)NNC(=S)Nc1ccccc1	10	1	x	x	x	x	-4	-1	0
CCCCCCc1cc2cc(-c3nnc(-c4ccccc4O)o3)c(=O)oc2cc1O	48*	0	8	11	7.3	-4	1	43	9
COc1ccc([N+](=O)[O-])cc1NC(=O)C(C)N(C)Cc1ccc(Br)cc1 (configuration not stated)	1	2	-7	-2.5	-0.4	-7	-5	4	2
O=C(NCc1cccnc1)c1cccc(NS(=O)(=O)c2ccc(Br)cc2)c1	2	0	-2	3.3	3.5	-12	-3	-2	-1
O=C(Nc1ccc2oc(=O)ccc2c1)c1ccc(-c2ccc(Cl)cc2)o1	6	0	-2	0.2	-0.9	-1	-6	-9	-4
O=C(Nc1ccc(NC(=O)c2ccccc2)nc1)c1ccncc1	6	11	-7	0.4	0.8	-9	-3	2	-10
Cc1cc(F)ccc1S(=O)(=O)N1CCCOC1CNC(=O)C(=O)NCCC1=CCCCC1 (configuration not stated)	1	2	-14	-0.9	0.1	-5	0	-1	-1
Cc1ccccc1CN1C(=O)CS/C1=N/N=C/c1ccco1	0	3	-17	-3.5	-1.2	-3	-6	7	-1
CSc1nc2sc3c(c2c(=S)[nH]1)CC(C)(C)OC3	8	13	x	x	x	x	-3	3	-18
Cc1cc(C)nc(NS(=O)(=O)c2ccc(NC(=O)NC3CCCCC3)cc2)n1	4	3	-8	0.6	-0.3	-3	0	5	4
COc1ccc(CN2C[C@@H](CO)O[C@@H](n3cnc4c(NCCCO)ncnc43)C2)cc1	1	11	x	x	x	x	-1	-8	-18
O=C(CSc1nnc2c(Cl)cc(Cl)cn12)N1CCOCC1	x	-6	2	1.5	0.8	0	-2	x	15
COc1ccccc1CC1S/C(=N/N=C/c2ccco2)NC1=O (configuration not stated)	1	14	-19	1.9	0.7	5	-6	-1	-9
Cc1ccc(NC(=S)c2ccncc2)cc1	6	1	-3	3.8	4.1	-5	-1	-10	0
COc1ccc(C2NC(=S)NC(C)=C2C(=O)Nc2ccccn2)cc1 (configuration not stated)	1	-5	-3	1.1	0.5	-8	-4	8	13
CCCCSc1nc2ccccc2[nH]1	1	-6	-4	-0.9	3.5	8	-5	9	13
Cc1ccc(Oc2nnc(-c3ccccc3)cc2C#N)cc1	3	5	-5	-2.0	-0.8	-9	0	-6	-26
Cc1ccc(C2/C(=C(\O)c3c(C)nc4ccccn34)C(=O)C(=O)N2CCN(C)C)o1 (configuration not stated)	0	3	-9	0.6	8.1	-12	-3	7	-4
Cc1cc(N)n(-c2nc(-c3cccnc3)nc3ccccc23)n1	16	-13	-21	-0.8	-0.8	-7	0	7	19
Cc1ccc(C2SCC(=O)N2Cc2cn3ccsc3n2)o1 (configuration not stated)	3	7	-7	0.1	-0.6	-6	-1	-13	-6
CC(C)(C)NC(=O)CON=C1c2ccccc2-c2ccccc21	12	-3	-26	-1.8	0.3	-13	-7	20	4
COc1ccccc1Cc1nc(-c2cccnc2)no1	5	-10	-12	-0.6	0.9	-8	1	-22	29
Cc1ccc(NC(=O)CSc2nnc3c(n2)[nH]c2ccccc23)cc1	10	12	4	0.9	0.7	-2	-4	-5	-15
COc1ccc(C(=O)CN2CCN(S(=O)(=O)c3cccc([N+](=O)[O-])c3)CC2)cc1	1	3	-3	0.9	3.6	-18	-7	9	-5

Ordered by molar mass (rising): part of the list above
SMILES	TAAR1 agonist	M1 PAM	CHO parental Ca	OXTR agonist	V1R ag counter	OXTR potentiate	CHRM1 agonist	TAAR1 antag	M1 antag
COc1ccccc1C(=O)NNC(=S)Nc1ccccc1	10	1	x	x	x	x	-4	-1	0
COc1ccccc1CC1S/C(=N/N=C/c2ccco2)NC1=O (configuration not stated)	1	14	-19	1.9	0.7	5	-6	-1	-9
O=C(CSc1nnc2c(Cl)cc(Cl)cn12)N1CCOCC1	x	-6	2	1.5	0.8	0	-2	x	15
Cc1ccc(NC(=O)CSc2nnc3c(n2)[nH]c2ccccc23)cc1	10	12	4	0.9	0.7	-2	-4	-5	-15
O=C(NCc1cccnc1)c1cccc(NS(=O)(=O)c2ccc(Br)cc2)c1	2	0	-2	3.3	3.5	-12	-3	-2	-1

Next records follow.
SMILES	TAAR1 agonist	M1 PAM	CHO parental Ca	OXTR agonist	V1R ag counter	OXTR potentiate	CHRM1 agonist	TAAR1 antag	M1 antag
Cc1ccc(C(=O)Nc2cc(=O)n(C)c(=O)n2C)cc1C	0	2	-11	0.6	0.0	-3	-2	-2	-2
O=C(c1ccc(F)c(S(=O)(=O)N2CCOCC2)c1)N(CCc1ccccc1)Cc1ccccc1	3	-6	-13	0.2	-0.1	-6	0	23	6
COc1ccc(Cl)cc1NC(=O)CN(C(=O)c1ccco1)C1CCCCC1	3	11	-32	0.8	4.1	-17	-5	3	-4
c1cc2cn[nH]c2cc1NC1CCCCCC1	14	-5	-13	-2.1	-0.5	-3	-4	-7	-4
CCOC1C(=O)NC(=O)N1Cc1ccccc1 (configuration not stated)	2	3	x	x	x	x	-4	-4	-7
CC1(C(=O)O)Oc2cccnc2NC1=O (configuration not stated)	3	-4	7	0.1	-0.1	0	-6	2	12
Oc1ccc(CN2CCCCC2)nc1-c1ccccc1	2	-1	-12	-0.2	1.6	-9	-4	8	1
Cc1ccc2cc(C=O)c(Cl)nc2c1	0	2	-5	0.5	3.0	-3	-4	9	-4
O=C(CCN1C(=O)/C(=C/c2ccccc2Cl)SC1=S)NC1C=CS(=O)(=O)C1 (configuration not stated)	3	6	-23	-0.1	0.9	-9	-1	-7	-6
CCOC(=O)C1(Cc2ccc(Cl)cc2)CCN(CCCn2cccn2)CC1	5	2	-6	9.7	4.8	-19	-6	8	3
CCOC(=O)c1ccc(NC(=S)N2CCN(CCNC3=CC(=O)CC(C)(C)C3)CC2)cc1	3	-26	-24	-0.7	-0.5	-6	-16	10	-3
O=C(Cc1cccs1)NCc1cccc(Br)c1	0	8	x	x	x	x	-4	-16	-5
COc1cccc(N2CCN(S(=O)(=O)c3ccc4c(c3)NC(=O)C(C)C(=O)N4)CC2)c1 (configuration not stated)	1	4	-10	-0.2	-0.4	2	-4	-14	1
COc1ccc(NC(=O)C2CCN(S(=O)(=O)c3cccc4cccnc34)CC2)cc1	7	0	-8	0.1	2.4	3	-2	-9	-6
CCCOC(=O)C1=C(C)OC23OC(N)=C(C#N)C12C(=O)c1ccccc13 (configuration not stated)	-3	-2	-10	-1.2	0.0	-8	-4	-5	1
